ALOX12 inh – inhibitors of human 12S-lipoxygenase ALOX12; P18054; purified 12hLO, xylenol orange hydroperoxide absorbance; Potency, µM (top dose mostly 108 µM), inactives show at the highest dose activity change, negative = inhibition, hits mostly inhibitors; 1.1% of 580,000 active; further: potency means the concentration at half of the fitted maximal effect; on the % scale 0 is the no-effect control and ±100 the full control effect
Target sequence (P18054 whole entry, looked up): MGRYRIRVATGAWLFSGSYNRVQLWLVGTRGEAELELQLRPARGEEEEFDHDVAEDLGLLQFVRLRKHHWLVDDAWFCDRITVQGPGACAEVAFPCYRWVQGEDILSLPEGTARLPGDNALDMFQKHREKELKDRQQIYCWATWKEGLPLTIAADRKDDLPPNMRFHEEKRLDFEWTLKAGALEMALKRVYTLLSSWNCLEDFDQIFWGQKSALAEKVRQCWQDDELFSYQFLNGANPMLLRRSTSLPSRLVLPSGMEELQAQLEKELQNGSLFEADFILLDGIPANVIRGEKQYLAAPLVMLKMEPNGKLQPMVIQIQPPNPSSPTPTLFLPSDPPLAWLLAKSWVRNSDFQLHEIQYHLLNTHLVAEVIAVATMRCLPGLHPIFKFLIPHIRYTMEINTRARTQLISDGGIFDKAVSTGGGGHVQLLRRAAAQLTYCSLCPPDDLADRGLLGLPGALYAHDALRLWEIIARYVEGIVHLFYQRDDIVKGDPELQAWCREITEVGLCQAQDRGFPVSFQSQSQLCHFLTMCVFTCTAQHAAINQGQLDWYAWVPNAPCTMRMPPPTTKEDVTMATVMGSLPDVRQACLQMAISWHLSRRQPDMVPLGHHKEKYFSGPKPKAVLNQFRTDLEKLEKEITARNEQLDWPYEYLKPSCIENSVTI
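Purified human 12hLO (150 nM final) in 25 mM Hepes, 0.01% Triton X-100, pH 7.0 was preincubated 15 min at room temperature with compound. Then 40 uM arachidonic acid was added, 30 min. Hydroperoxide was read by Fe-XO absorbance ratio 573/405 nm.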
D2 agonist – agonists of human D2 dopamine receptor | HEK293 T-REx D2 cells, calcium flux agonist mode | activation, % at 2 µM | 0.53% of 340,000 active | AID 485358;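 active means activation over 3 SD above normal in the single-dose calcium agonist read, cut at about 30% in these data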; further: 0% is about no effect
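Tetracycline-induced HEK293 T-REx cells with force-coupled D2 receptor, plated overnight at 30 C, loaded with no-wash calcium dye. After a 10 s baseline, compound was pin-added and calcium flux read kinetically for 180 s; calcium rises flagged agonists.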
Vif-A3F inh – inhibitors of Vif-A3F interaction; HeLa A3F-eYFP + Vif (tagged APOBEC3F with the HIV-1 protein that degrades it), YFP fluorescence increase; Potency, µM (series often up to 46.1 µM), inactives show top-dose activity, negative = active; 0.2% of 390,000 active; AID 602313; further: potency means the concentration at half of the fitted maximal effect; % of control where 0% means no effect; nearly all actives have a fitted effect of over 65% in size
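HeLa cells stably expressing Vif plus C-terminally eYFP-tagged A3F were seeded, incubated overnight at 37 deg C, dosed with compound, incubated overnight again at 37 deg C. Yellow fluorescence (Ex 488/Em 500-530) reported blocked Vif-mediated A3F-eYFP degradation.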
D2 antag – D2 dopamine receptor (human) antagonism; P14416; HEK293 TREx D2 cells, calcium flux, dopamine EC80; inhibition, % at 10 µM; 2% of 340,000 active; AID 485344; in the data active means inhibition above about 30%; further: 0% is about no effect
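Cells plated overnight at 30 C with tetracycline; no-wash calcium dye, 30–90 min RT; 10 s baseline; compound pinned; 180 s read; EC80 dopamine added; another 180 s read.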
Vif-A3G inh – Vif-A3G binding inhibition | 0.076% of 410,000 active | Q9HC16 | HeLa A3G-eYFP + Vif (tagged APOBEC3G with the HIV-1 protein that degrades it), YFP fluorescence, overnight | Potency, µM (series often up to 46.1 µM), for the others: top-dose activity, negative = active, usual class: inhibitors;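 further: potency means the concentration at half of the fitted maximal effect; on the % scale 0 is the no-effect control and ±100 the full control effect; nearly all actives have a fitted effect of over 60% in size; hits raise eYFP signal because A3G escapes Vif-driven loss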
Target sequence (Q9HC16 whole entry, looked up): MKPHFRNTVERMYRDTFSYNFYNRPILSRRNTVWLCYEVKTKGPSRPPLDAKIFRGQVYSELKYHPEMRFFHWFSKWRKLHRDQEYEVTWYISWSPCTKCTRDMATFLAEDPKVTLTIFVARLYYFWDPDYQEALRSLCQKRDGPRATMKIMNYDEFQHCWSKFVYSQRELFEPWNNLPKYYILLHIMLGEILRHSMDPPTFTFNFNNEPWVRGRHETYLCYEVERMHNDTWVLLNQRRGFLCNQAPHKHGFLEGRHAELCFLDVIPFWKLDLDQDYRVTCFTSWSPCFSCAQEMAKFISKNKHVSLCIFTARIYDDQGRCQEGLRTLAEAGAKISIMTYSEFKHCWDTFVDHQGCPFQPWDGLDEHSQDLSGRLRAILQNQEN
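Read-out is eYFP fluorescence (Ex 488/Em 500-530) from Vif-expressing HeLa A3G-eYFP cells; more signal means A3G escaped Vif-mediated degradation. Cells plated overnight, compound pinned in, incubated overnight at 37 deg C.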
LDHA block – inhibitors of human lactate dehydrogenase A; P00338; purified LDHA, NADH/diaphorase-resazurin fluorescence; stronger effect = lower value; 0.15% of 480,000 active; activity change, % (values are at about 110 or 230 µM); in the data active means activity change below about -30%; inconclusive means mostly about -25% to -30%;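 further: plate controls were DMSO wells for no effect and wells without enzyme for full effect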
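Enzyme activity of human lactate dehydrogenase 5 (2 nM; 0.06 mM NADH, 0.2 mM pyruvate, 5 min, RT) is measured via a resazurin/diaphorase fluorescence readout of residual NADH.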
RGS4 inhibitor – human RGS4 inhibition; P49798; Transcreener GDP fluorescence polarization, RGS4-accelerated GTP hydrolysis; Potency, µM (titrated, usually from 114 µM), without a hit: at the top dose activity change, negative = inhibition, most hits filed as inhibitors; 0.039% of 390,000 active; further: potency means the concentration at half of the fitted maximal effect; on the % scale 0 is the no-effect control and ±100 the full control effect; nearly all actives have a fitted effect of over 75% in size; some results filed as inactive show a strong effect at the top dose
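MLSMR compounds (23 nl, pin-transferred) preincubated 10 min at room temperature with a 500nM (2x) first reagent, then RGS4 at 900nM (2x) plus Transcreener GDP mix added; fluorescence polarization (620/688 nm) read before and after 90 min at 30 °C.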
ERG-DNA inh – inhibitors of human ERG Ets domain-DNA interaction; AID 624246; Potency, µM (doses to about 76.9 µM), without a hit: top-dose FP activity, negative = inhibition, most hits filed as inhibitors; P11308; fluorescence polarization, His-ERG Ets domain / labelled DNA; 0.028% of 370,000 active; active means well fitted inhibition curve with a large enough effect in the polarisation, with a control signal flat; inconclusive means small, poorly fitted or top-dose-only effect, or effect the other way, or a change in a side signal; inactive means no such curve, though single readings can be large or run the other way; the % refers to the polarisation;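 further: polarization taken with two DNA probes labelled with fluorescein and Texas red; potency means the concentration at half of the fitted maximal effect; % of control where 0% means no effect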
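His-tagged ERG Ets domain (1 uM in the protein solution; 300mM KCl, 50mM Tris-HCl, 1mM EDTA, 1mM DTT, pH 7.5) received compound, then a probe mix of 5 nM fluorescein-DNA and 100nM Texas-615-DNA. Fluorescence polarization was read for both dyes.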
GRP78 ERSR act – inducers of ER stress response in human glioma cells; U87-MG GRP78 promoter luciferase reporter, 16 h; Potency, µM, without a hit: at the highest dose activation, most hits filed as activators; 0.02% of 420,000 active; AID 602332; further: potency means the concentration at half of the fitted maximal effect; series mostly up to about 76 µM; % of control where 0% means no effect; nearly all actives have a fitted effect of over 35% in size
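Stably transfected U87-MG glioma cells carrying a GRP78-based luciferase sensor; 16 h compound incubation. Luminescence end-point read 10 min after Bright-Glo addition at room temperature.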
Numbers without * were called inactive; u = inconclusive; x = not tested or not shown; [ ] = remark or other dose. Unless noted, the call rests on the fitted dose curve; in most records, active means well fitted curve in the direction sought with a large enough effect; inconclusive means small, poorly fitted or top-dose-only effect, or another doubt; inactive means no such curve, though single readings can be large; an effect the other way counts as inactive or inconclusive. Not all compounds are listed; the hit share may differ from the screen's.

smiles | RGS4 inhibitor | GRP78 ERSR act | Vif-A3G inh | Vif-A3F inh | D2 antag | ERG-DNA inh | LDHA block | ALOX12 inh | D2 agonist
COc1cc(C(=O)N/N=C/c2ccc(OC(=O)c3ccccc3Cl)cc2)ccc1O | 10% | -1% | -23% | -17% | -2 | -13% | -5 | -1% | -1.3
O=C(CCc1ccccc1)NNC(=O)COc1ccc(Cl)cc1 | -14% | -1% | 0% | 0% | -12 | -2% | -5 | 1% | -0.7
O=C(Nc1nc(-c2ccncc2)cs1)c1ccc(F)cc1 | -5% | 0% | -2% | 2% | -7 | 7% | 1 | 7% | 0.3
O=C(/C=C\c1ccc2c(c1)OCO2)Nc1c2c(nn1-c1ccc(Cl)cc1)CSC2 | -14% | -2% | -7% | -1% | 4 | 3% | 1 | u | 0.1
Cc1ccc(NC(=S)N(CCCN2CCC(C)CC2)Cc2ccco2)cc1 | -11% | -1% | 2% | 6% | 35* | 18% | -8 | -8% | 1.9
O=C(CN1C(=O)C2CC=C(Cl)CC2C1=O)Nc1ccc(C(=O)O)cc1 (stereo not given) | 11% | 0% | 2% | -2% | 10 | -1% | -3 | 0% | 0.1
CCCCN(CCCC)Cc1ccc(C(=O)NNC(=O)Nc2ccc(Cl)cc2)o1 | 19% | 0% | 0% | 4% | -23 | -9% | 3 | -21% | -0.6
COc1ccc(/C=C(\C#N)C(=O)OCC(=O)Nc2ccc(-c3nc4ccc(C)cc4s3)cc2)cc1 | 4% | -7% | -9% | 4% | -7 | 1% | -1 | -8% | 0.0
O=C(CN1C(=O)NC2(CCCC2)C1=O)Nc1cccc(C(F)(F)F)c1 | 15% | 1% | 3% | 1% | -5 | 5% | -3 | 17% | 0.3
Cc1[nH]c2ccccc2c1/C=N/NC(=S)NC(C)C | -7% | -5% | -3% | 7% | -3 | 1% | -1 | u | 0.7
COc1ccc(CN=C2NC(=O)CC(C(=O)Nc3ccccc3C)S2)cc1 (stereo not given) | 2% | -4% | -13% | u | -22 | 14% | -10 | 1% | -0.6
Cc1ccc(-c2cnn(-c3ccccc3)c2N)cc1 | 15% | -6% | -3% | 6% | -11 | 2% | 0 | -2% | 1.3
COCCNC(=O)C1(C)CCCN(C(=O)c2ccc(F)c(Cl)c2)C1 (stereo not given) | x | 1% | -3% | x | x | x | -4 | 0% | x
CCCCCN(C(=O)NC(=O)NCCCC)S(C)(=O)=O | 5% | -1% | 1% | -2% | 0 | x | -1 | 23% | -1.5
CC(C)N1CCc2c(sc(NC(=O)c3cc4cc([N+](=O)[O-])ccc4s3)c2C(N)=O)C1 | -25% | -8% | 8.9µM* | u | -34 | 11% | 1 | u | 14
Cc1ccc(C)c(S(=O)(=O)N2CCCOC2CNC(=O)C(=O)NCc2ccc3c(c2)OCO3)c1 (stereo not given) | -25% | -3% | -1% | -1% | 5 | 11% | 1 | -1% | 1.2
O=C(CN1CCCC1)Nc1ccc(S(=O)(=O)N2CCCCC2)cc1 | 4% | 1% | 5% | 0% | 13 | 4% | 2 | -7% | -2.3
Nc1cc(N)nc(SCc2cccnc2)n1 | -2% | -1% | 0% | 2% | -4 | x | -4 | -11% | 1.2
CC(NC(=O)c1ccc([N+](=O)[O-])cc1[N+](=O)[O-])c1ccc(-c2ccccc2)cc1 (stereo not given) | 9% | -5% | -2% | -18% | -12 | -7% | -8 | -16% | -0.5
Cc1cc(C)cc(NC(=O)CSc2c(C(C)C)cnc3c2c(=O)n(C)c(=O)n3C)c1 | -18% | -4% | 3% | -10% | x | -3% | -9 | u | -0.9
OC[C@@H]1CN(Cc2cccc(C(F)(F)F)c2)C[C@H](n2cnc3c(NC4CC4)ncnc32)O1 | x | -1% | -8% | x | x | x | -4 | -3% | x
CC1=C(C)C(=O)N(CCC(=O)O)C1=O | -12% | -1% | -5% | -4% | -9 | 15% | -6 | -19% | 1.4
COc1ccccc1Nc1ncnc2scc(-c3ccc(F)cc3)c12 | 20% | -2% | -2% | -6% | x | -26% | -2 | -51% | -0.1
Cc1cc(=O)[nH]c(SCC(=O)O)c1C#N | 0% | -3% | -1% | -10% | x | -4% | -6 | u | x
CC1(C(=O)Nc2c(F)c(F)c(F)c(F)c2F)CC1(Br)Br (stereo not given) | 21% | -4% | 0% | -3% | 0 | 6% | -3 | 8% | -0.7
Cc1c(CCO)c(=O)n(C)n1C(=O)c1ccc(F)cc1 | 7% | -3% | 0% | 1% | 10 | -8% | -15 | 0% | 0.3
COc1ccc(C(=O)NC2CCCc3c2cnn3-c2ccccc2F)cc1OC (stereo not given) | 4% | -1% | -2% | 0% | -14 | -15% | 0 | 8% | -0.4
O=C(NC1CCCCC1)C(c1ccc(Cl)cc1)N(C(=O)c1cnccn1)c1ccc2c(c1)OCO2 (stereo not given) | 7% | -1% | -6% | -3% | -14 | x | 1 | -19% | 0.8
CC1CCN(C(=O)CSc2nnc(-c3cccnc3)n2C2CCCCC2)CC1 | 1% | -1% | 0% | -1% | -1 | 4% | -3 | -9% | 0.6
COc1cc(Cl)ccc1OCc1cc(C(=O)N(C)C2CCOC2)no1 (stereo not given) | -7%[56.9 µM] | 21% | -2% | -2% | 11 | 4% | -1 | -23% | 0.4
Cc1ccc(NC(=O)CN2C(=O)NC3(CCCC3)C2=O)c(Cl)c1 | -2% | -5% | 1% | 2% | -16 | 0% | -5 | -4% | -0.7
Cc1cc(N(CCO)CCO)ccc1C(c1ccc(N(CCO)CCO)cc1C)c1ccccc1Cl | -41% | -8% | -7% | -6% | 6 | 1% | 7 | u | 3.2
O=C1c2ccccc2C(=O)c2c1ncn2-c1ccccc1 | -19% | -2% | -8% | 6% | -5 | u | 20 | -13% | 0.4
CCOC1=C(C#N)CC2(CC1)c1ccccc1-c1ccccc12 | 6% | -5% | -6% | -5% | x | -2% | -2 | -1% | x
CS(=O)(=O)c1ccc2nc(NC(=O)Nc3ccc(Cl)cc3)sc2c1 | -8% | -4% | -2% | -6% | -11 | -2% | -1 | u | 1.2
CCc1cccc(OCC(=O)Nc2c[nH]c(=O)[nH]c2=O)c1 | 10% | -2% | -1% | 15% | 9 | -2% | -5 | 2% | 0.9
Cc1ccc2cc(CCNC(=O)c3c(-c4ccccc4Cl)noc3C)c(=O)[nH]c2c1 | 7% | -2% | -1% | 0% | 34* | -2% | -1 | -3% | 0.6
CN(C)NC(=O)c1ccc([N+](=O)[O-])s1 | 28% | -1% | 5% | 13% | -17 | -3% | -2 | -11% | 1.0
O=S(=O)(/N=C(/Nc1cccc2ccccc12)c1ccccc1)c1cccs1 | 14% | -4% | -24% | x | 5 | -11% | -8 | 169%[activator] | -0.1
CNc1nc(C)c([N+](=O)[O-])c(Nc2ccc(OC)cc2)n1 | u | -3% | -6% | -3% | -8 | -9% | -4 | -17% | 1.0
O=C(N=C1SC2CS(=O)(=O)CC2N1c1ccc(Br)cc1)C1CCCO1 (stereo not given) | 8%[11.4 µM] | 0% | 4% | 2% | -7 | 6% | 0 | 15% | -0.6
C=CCc1cc(C)ccc1OCCOCCN1CCN(C)CC1 | -8% | -4% | -1% | 1% | -30 | -5% | u | u | 1.0
Clc1cccc(Cl)c1NC1=NCCC1 | 25% | -5% | -1% | -10% | 9 | 6% | -2 | 20% | 0.2
CC(=O)NC(Cc1ccc(C)cc1)C(=O)NC1CCN(C(=O)NCc2ccccc2)CC1 (stereo not given) | -3% | -6% | 1% | 5% | 1 | 14% | 1 | 0% | 1.3
NC(=O)COC(=O)[C@H](Cc1ccccc1)NS(=O)(=O)c1ccc2c(c1)OCCO2 | 1% | -3% | -7% | 1% | 10 | -10% | -6 | -25% | 0.6
O=C(CS(=O)(=O)c1ccccc1)Nc1cccnc1 | 11% | -4% | -2% | -2% | -4 | -10% | -7 | -1% | 0.7
CCCS(=O)(=O)c1c(S(=O)(=O)CCC)c2ccc(C(C)=O)cn2c1C(=O)OC | -35% | -5% | -6% | 5% | 11 | 0% | -3 | -27% | -0.3
O=C(Nc1nnc(CCc2ccccc2)s1)c1ccco1 | 4% | 14% | 2% | 6% | 10 | -2% | -8 | 1% | 1.4
O=C(O)C1CCCCC1C(=O)NC1C2CC3CC(C2)CC1C3 (stereo not given) | -11% | -3% | 1% | 5% | -3 | 7% | -2 | -12% | 0.1
c1ccc2[nH]c(CCCCc3nc4ccccc4[nH]3)nc2c1 | -33% | -2% | 2% | 3% | -5 | 14% | 2 | 105%[activator] | -1.3

(next part)
smiles | RGS4 inhibitor | GRP78 ERSR act | Vif-A3G inh | Vif-A3F inh | D2 antag | ERG-DNA inh | LDHA block | ALOX12 inh | D2 agonist
Cc1c(Cl)ccc(S(=O)(=O)Nc2cccnc2)c1Cl | -1% | -1% | -5% | 1% | -11 | 6% | -1 | 0% | 1.2
COc1ccc(/C(C)=N/Nc2nc3ccccc3n3cnnc23)cc1OC | -34% | -2% | 0% | -16% | 4 | 14% | -4 | 298%[activator] | 0.5
COc1ccc(C2=NN(C(=O)CSc3nnc(C)c(=O)n3N)C(c3ccco3)C2)cc1 (stereo not given) | -15% | -1% | 1% | -24% | -3 | -5% | -1 | 12% | -0.4
CCCn1c(N)c(C(=O)CSc2nc3ncc(Cl)cc3[nH]2)c(=O)[nH]c1=O | -1% | 2% | 0% | -28% | -2 | 6% | 2 | u | -0.2
O=C(Cn1ncc2c1-c1ccccc1OC2)N1CCN(c2ccccc2F)CC1 | -3% | -1% | -11% | -9% | x | -9% | -5 | -3% | -0.1
CC1(CN2CCCC2)CCC(NC(=O)C(c2ccccc2)c2ccccc2)C(C)(C)O1 (stereo not given) | x | -7% | -3% | -8% | x | x | 0 | -13% | x
